Bioassay records deposited in PubChem BioAssay by National Center for Advancing Translational Sciences (NCATS).
ELG1 DNA repair – qHTS screen for small molecules that inhibit ELG1-dependent DNA repair in human embryonic kidney (HEK293T) cells expressing luciferase-tagged ELG1 | HEK293T ELG1-luciferase reporter, luminescence, 16 h; DNA damage induced by 5-fluorouridine | Potency, µM (top dose mostly 46.1 µM), for the others: at the top dose activity change, negative = inhibition, most hits filed as inhibitors | 2.3% of 330,000 active | AID 504467, 2011; note: potency is the fitted concentration of half-maximal effect; % is set by controls: 0 for no effect and ±100 for the full control effect; nearly all actives have a fitted effect of over 55% in size
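Quantitative HTS, concentration-response format. 2,000 cells/well co-treated with 5-fluorouridine and compound, 16 hr in 5% CO2 at 37 °C; ONE-Glo luminescence read after 30 min.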
MBNL1 CUG block – qHTS Assay for Inhibitors of MBNL1-poly(CUG) RNA binding | Potency, µM (highest dose often 57.5 µM), inactives show at the top dose activity change, negative = inhibition, hits mostly inhibitors | Muscleblind-like protein 1 (Homo sapiens), Q9NR56 | TR-FRET MBNL1-His/biotin-(CUG)12 binding, 665/545 ratio | 0.036% of 280,000 active; active = well fitted inhibition curve with a large enough effect in the signal ratio, with a control signal flat, not every such curve was filed as active; inconclusive = small, poorly fitted or top-dose-only effect, or effect the other way, or a change in a side signal; inactive = no such curve, though single readings can be large or run the other way; the % refers to the signal ratio; note: potency is the fitted concentration of half-maximal effect; % is set by controls: 0 for no effect and ±100 for the full control effect
Target sequence (Q9NR56 whole entry, looked up): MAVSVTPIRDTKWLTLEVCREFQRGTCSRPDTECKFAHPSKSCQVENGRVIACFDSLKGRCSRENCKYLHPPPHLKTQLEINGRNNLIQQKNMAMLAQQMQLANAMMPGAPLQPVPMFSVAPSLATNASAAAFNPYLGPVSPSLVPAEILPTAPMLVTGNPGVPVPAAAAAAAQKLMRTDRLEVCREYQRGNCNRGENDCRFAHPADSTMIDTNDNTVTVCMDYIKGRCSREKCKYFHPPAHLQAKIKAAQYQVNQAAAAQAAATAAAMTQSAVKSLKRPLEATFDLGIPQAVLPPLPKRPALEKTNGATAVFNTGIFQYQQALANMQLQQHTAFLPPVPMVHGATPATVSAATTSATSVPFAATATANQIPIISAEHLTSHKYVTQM
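Ratiometric TR-FRET (665 over 545 nm, excitation 340 nm) tracks disruption of MBNL1-His/biotin-(CUG)12 complex after 60 min at room temperature, with compounds at 92 nM to 58 uM final.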
Gal4-VP16 FLuc – VP16 counterscreen qHTS for inhibitors of ROR gamma transcriptional activity; Drosophila S2 Gal4-VP16 UAS-luciferase, luminescence, 20 h; Potency, µM (doses to about 53.6 µM), for the others: top-dose activity, negative = inhibition, hits mostly inhibitors; 3.5% of 310,000 active; AID 2546, 2010;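 note: Gal4-VP16 expression switched on by copper sulfate through the metallothionein promoter; potency is the fitted concentration of half-maximal effect; % is set by controls: 0 for no effect and ±100 for the full control effect; nearly all actives have a fitted effect of over 50% in size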
FLuc counter – qHTS profiling assay for firefly luciferase inhibitor/activator using purifed enzyme and Km concentrations of substrates (counterscreen for miR-21 project); Luciferin 4-monooxygenase (Photinus pyralis), P08659; purified FLuc, Km substrates, luminescence inhibition; Potency, µM (doses to about 57.5 µM), without a hit: top-dose activity change, negative = inhibition, usual class: inhibitors; 6.9% of 360,000 active;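 note: potency is the fitted concentration of half-maximal effect; plate controls were vehicle for no effect and reference inhibitor for full effect; nearly all actives have a fitted effect of over 55% in size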
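Purified P. pyralis luciferase, 10 nM final, with Km-level 10 uM D-luciferin and 10 uM ATP in 50 mM Tris acetate pH 7.5, 10 mM Mg acetate, 0.01% Tween-20, 0.05% BSA; 6-point qHTS titration about 60 µM downward; luminescence read.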
Menin-MLL TR inh – qHTS Assay for Inhibitors Targeting the Menin-MLL Interaction in MLL Related Leukemias: Competition With Texas Red Labeled MLL-derived Mutant Peptide; O00255; Menin + Texas Red MLL mutant peptide, fluorescence polarization; 0.23% of 270,000 active; AID 1768, 2009; Potency, µM (series often up to 61.6 µM), for the others: at the top dose FP activity change, negative = inhibition, usual class: inhibitors; active = well fitted inhibition curve with a large enough effect in the polarisation, with a control signal flat, not every such curve was filed as active; inconclusive = small, poorly fitted or top-dose-only effect, or effect the other way, or a change in a side signal; inactive = no such curve, though single readings can be large or run the other way; the % refers to the polarisation; note: potency is the fitted concentration of half-maximal effect; % of control where 0% means no effect; many of its hits are not listed in these tables
Rab9 promoter act – qHTS Assay for Rab9 Promoter Activators; Huh7 Rab9 promoter-luciferase reporter, luminescence, 24 h; Potency, µM (top dose mostly 9.22 µM), inactives show at the highest dose activation, negative = inhibition, hits mostly activators; 2.8% of 320,000 active; AID 485297, 2010; note: potency is the fitted concentration of half-maximal effect; % of control where 0% means no effect; nearly all actives have a fitted effect of over 60% in size
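Rab9 promoter-driven luciferase in stably transfected Huh7 cells; 1500 cells/well rested 2 h, exposed to compound in DMSO for 24 h at 37 °C, 5% CO2. Luminescence read 10 min after adding luciferase reagent at ambient temperature.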
NPC1 prom act – qHTS Assay for NPC1 Promoter Activators; Huh7 NPC1 promoter luciferase reporter, 24 h; Potency, µM (doses to about 9.22 µM), for inactives: at the highest dose activation, usual class: activators; 2.4% of 320,000 active;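 note: potency is the fitted concentration of half-maximal effect; % of control where 0% means no effect; nearly all actives have a fitted effect of over 60% in size; reporter is driven by a mutant NPC1 promoter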
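Luciferase expression driven by the NPC1 promoter was measured in stably transfected Huh7 cells after a 24 h compound incubation, using a luciferase reagent and a luminescence read.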
PKM2 act – qHTS Assay for Activators of Human Muscle isoform 2 Pyruvate Kinase. Pyruvate kinase PKM (Homo sapiens), P14618. purified PKM2, Kinase-Glo ATP luminescence, activation; response scale: 0% is enzyme alone, no compound. AID 1631, 2009. 0.34% of 260,000 active. Potency, µM (top dose mostly 57.5 µM), without a hit: at the top dose activation, actives largely listed as activators; note: potency is the fitted concentration of half-maximal effect; % is set by controls: 0 for no effect and ±100 for the full control effect; nearly all actives have a fitted effect of over 55% in size
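hPK-M2, >95% pure; 0.1 mM ADP / 0.5 mM PEP final; imidazole pH7.2 buffer w/ 7 mM MgCl2, 50 mM KCl; 1 h RT; Kinase-Glo lum. Intermediate enzyme activity for dual inhibitor/activator qHTS.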
RORgamma inh – qHTS for inhibitors of ROR gamma transcriptional activity | Nuclear receptor ROR-gamma (Mus musculus), P51450 | Drosophila S2 Gal4-RORgamma UAS-luciferase reporter, 20 h | Potency, µM (doses to about 53.6 µM), without a hit: at the highest dose activity change, negative = inhibition, usual class: inhibitors | 5.4% of 310,000 active | AID 2551, 2010; note: potency is the fitted concentration of half-maximal effect; % is set by controls: 0 for no effect and ±100 for the full control effect; nearly all actives have a fitted effect of over 60% in size
Target sequence (P51450 whole entry, looked up, the tested form may be a part): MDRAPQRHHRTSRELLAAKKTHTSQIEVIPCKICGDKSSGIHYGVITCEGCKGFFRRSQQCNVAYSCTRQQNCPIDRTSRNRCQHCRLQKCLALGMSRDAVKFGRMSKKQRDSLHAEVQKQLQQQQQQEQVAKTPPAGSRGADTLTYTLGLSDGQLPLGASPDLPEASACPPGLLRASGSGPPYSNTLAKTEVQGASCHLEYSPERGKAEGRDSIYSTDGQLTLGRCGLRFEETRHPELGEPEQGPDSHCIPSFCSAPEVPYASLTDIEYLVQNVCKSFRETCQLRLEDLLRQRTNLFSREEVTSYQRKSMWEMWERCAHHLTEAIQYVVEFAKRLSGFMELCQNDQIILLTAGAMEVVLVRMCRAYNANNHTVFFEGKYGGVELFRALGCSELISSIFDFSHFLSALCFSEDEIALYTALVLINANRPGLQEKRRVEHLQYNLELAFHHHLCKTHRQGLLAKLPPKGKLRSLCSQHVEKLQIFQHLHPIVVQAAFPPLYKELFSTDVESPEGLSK
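Drosophila S2 cells stably expressing Gal4-DBD/mouse RORγ fusion under metallothionein promoter plus UAS-luciferase; compound 1 h, then 700 uM CuSO4 induction for 20 h at ambient temperature; inhibition read as reduced luminescence.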
Mito fusion act – qHTS Assay for Small Molecule Inhibitors of Mitochondrial Division or Activators of Mitochondrial Fusion. AID 485298, 2010. 0.23% of 320,000 active. S. cerevisiae fusion-defective mutant growth rescue, CellTiterGlo 48 h. Potency, µM (series often up to 46.1 µM), without a hit: at the highest dose growth rescue (activation), hits mostly activators;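 note: potency is the fitted concentration of half-maximal effect; % of control where 0% means no effect; nearly all actives have a fitted effect of over 45% in size; temperature-sensitive fusion mutants such as fzo1-1 at 37 °C on non-fermentable ethanol glycerol medium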
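Luminescent cell viability in 1536-well qHTS format served as the measure of rescued growth in ts fusion-mutant S. cerevisiae cultured on non-fermentable YPEG for 48 hours at 37C.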
KCNH2 3.1 block – qHTS for Inhibitors of KCHN2 3.1: Mutant qHTS. Potassium voltage-gated channel subfamily H member 2, brain isoform KCNH2 3.1 (human). U2OS KCNH2 3.1, thallium flux FluxOr; hits give low values. activity change, % (tested at about 1.8 µM). 0.95% of 340,000 active;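 active = maximum activity change below -70%; inconclusive = maximum activity change from -70% to -50%; inactive = maximum activity change above -50%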;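 note: thallium influx rate constant from kinetic fluorescence after stimulation buffer; % is set by controls: 0 for no effect and ±100 for the full control effect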
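FluxOr-based Tl+ influx in U2OS cells transduced with KCNH2 3.1 virus; rate constants normalized to DMSO controls.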
The depositor's hits bear a star; ? = inconclusive; · = not tested or not shown; & = joins results of further samples; [ ] = dose if it differs, or a comment. Unless noted, calls come from the whole dose curve; as a rule, active = well fitted curve in the direction sought with a large enough effect; inconclusive = small, poorly fitted or top-dose-only effect, or another doubt; inactive = no such curve, though single readings can be large; an effect the other way counts as inactive or inconclusive. Only part of the results is shown; the hit share may differ from the screen's.

SMILES | ELG1 DNA repair | MBNL1 CUG block | Gal4-VP16 FLuc | FLuc counter | Menin-MLL TR inh | Rab9 promoter act | NPC1 prom act | PKM2 act | RORgamma inh | Mito fusion act | KCNH2 3.1 block
N#Cc1cc(Oc2ccccc2)c(-n2nnc3ccccc32)cc1C#N | -2% | -2% | -7% | 1% | -16% | 2% | -3% | 2% | -10% | -6% | -4
CCN1C(=O)[C@@H]2Cc3c([nH]c4ccccc34)C(c3cc(OC)c(OC)c(OC)c3)N2C1=S (stereo partly specified) | ? | 2% | 19% | -2% | -24% | 2% | -3% | · | 17% | -19% | -10
Cc1cc(C(=O)Nc2ncc(C)s2)c2ccccc2n1 | 0% | 7% | 3% | -6% | 20% | 2% | 1% | -1% | 1% | -13% | -1
CCCCCc1ccc(OCCCC[n+]2cccc(C)c2)c(CCCCC)c1 | -16% | 0% | -7% | 0% | -11% | -1% | -13% | 7% | 0% | -5% | -21
Cc1ccc(CNC(=O)C(=O)NCCC2CCCCN2S(=O)(=O)c2ccc(C)cc2)cc1 (stereo unspecified) | ? | · | · | 2% | · | 1% | -5% | · | · | 27% | -11
Cc1ccc(C)n1-c1ccc(C(=O)NCc2cccnc2)cc1 | ? | -9% | 9% | 0% | 3% | -3% | -4% | 0% | -3% | 4% | ·
COC(=O)c1ccc(C(=O)OC)c(NC(=O)CN(c2ccccc2)S(=O)(=O)N(C)C)c1 | -4% | 8% | 0% | -3%&-8% | 29% | -3% | -6% | 4% | -15% | 20% | 12
COc1ccc2oc(C(=O)OCC(=O)N(C)Cc3ccccc3)c(C)c2c1 | -8% | · | · | -17% | · | -2% | 11% | · | · | 8% | -19
Cc1cccc(-c2nnc(NC(=O)c3ccco3)s2)c1 | ? | 12% | 2% | 11µM* | · | 3.2µM* | 2.8µM* | -6% | -20% | -6% | -9
CC1CCN(C(=O)c2ccc(N(C)S(C)(=O)=O)cc2)CC1 | 14% | -4% | · | 4% | -5% | 18% | 1% | 4% | 10%[0.365 µM] | -1% | -3
O=C(O)c1cccc(NC(=O)c2ccc3c(c2)C(=O)N(Cc2ccco2)C3=O)c1 | 2% | ? | 7% | 0.95µM* | 15% | -3% | 0% | -3% | 0% | -4% | 3
COc1ccc(S(=O)(=O)n2nc(OC(=O)c3ccco3)cc2N)cc1 | -12% | -6% | -9% | 5% | 26% | 2% | 2% | 1% | -10% | -1% | -5
COc1ccccc1/C=N/NC(=O)c1ccc(NC(=O)c2cccc([N+](=O)[O-])c2)cc1 | 9% | · | 0% | -17% | ? | 1% | -14% | -4% | 30% | 1% | ·
COc1ccc(CC(NC(C)=O)C(=O)NC2CCN(S(=O)(=O)c3ccc(NC(C)=O)cc3)CC2)cc1 (stereo unspecified) | 9% | -1% | -10% | 2% | 16% | 5% | 1% | 0% | -3% | -1% | -7
CCOC(=O)CSc1nnc(-c2ccoc2C)n1-c1ccc(OCC)cc1 | 0% | -9% | 0% | 0% | 2% | -7% | -2% | 40µM* | -17% | 2% | -3
CCN(CC)c1ccc(NC(=O)c2ccccc2)cc1S(=O)(=O)Nc1ccccc1OC | ? | ? | -8% | ? | ? | -3% | -2% | -28% | 7% | 3% | -15
CCOn1c(=O)c(-c2ccccc2)[n+]([O-])c2ccccc21 | 5% | ? | -4% | -3% | 7% | -2% | 2% | · | 8% | 2% | -2
CCOC(=O)c1c(C)n(C)c2ccc(O)c(CN(C)C)c12 | ? | 4% | -5% | 0% | ? | 9% | -2% | 4% | 26% | 0% | 7
CCOc1ccc(NC(=O)c2ccc(NC(=O)CN3C(=O)C(=O)N(CC(C)C)C3=O)cc2)cc1 | ? | · | · | 0% | · | 24% | 24% | · | · | -4% | 9
CN1C=CC2=C(C#N)C(N)C(C#N)(C#N)C(c3ccccc3)C2C1 (stereo unspecified) | -4% | ? | -15% | -1% | -18% | -3% | -2% | 2% | -12% | 2% | 3
O=C(NC(=S)NCc1ccco1)c1ccc(Br)cc1 | 9% | -4% | 16µM* | -19% | ? | 12% | 7% | 0% | 14µM* | -9% | -9
COc1cccc(C(=O)Nc2nnc(SCC(=O)Nc3ccc(NC(C)=O)cc3)s2)c1 | ? | 5% | ? | 0.48µM* | · | 3.5µM* | 2.8µM* | -9% | 11µM* | -1% | -10
CCOC(=O)c1c(NC(=O)CS(=O)(=O)c2cn(CC)c3ccccc23)sc2c1CCCC2 | -9% | 4% | 4% | 3% | 5% | -5% | -2% | 1% | 29% | 9% | -11
CCN1C(=O)[C@H]2[C@H]3[C@H](O)[C@H](O)C/C(=N\OC[C@@H](C)[C@H](OCc4ccccc4)C(C)C)[C@@H]3CC[C@H]2C1=O | -6% | -12% | -22% | 0% | -1% | 1% | -5% | 3% | -4% | -7% | ·
CC1CCCC(C)N1C(=O)c1cc2ncc(CCCl)cn2n1 (stereo unspecified) | 19% | -16%[11.5 µM] | -13% | -3% | -15% | -3% | -1% | -6% | 1% | · | -3
Other structures follow.
SMILES | ELG1 DNA repair | MBNL1 CUG block | Gal4-VP16 FLuc | FLuc counter | Menin-MLL TR inh | Rab9 promoter act | NPC1 prom act | PKM2 act | RORgamma inh | Mito fusion act | KCNH2 3.1 block
COC(=O)C1=C(O)CSC1=Nc1ccccc1 | 1% | 9% | -3% | 3% | -1% | -1% | -3% | -1% | -8% | -3% | -4
CCOc1ccc(NC(=O)CN(C)S(=O)(=O)c2cnc[nH]2)cc1 | 2% | · | -1% | -7%&6% | -3% | 7% | 13% | -2% | -19% | 3% | 17
CC1(C)CC(=O)C=C(c2cccc(CO)c2)C1 | -1% | · | · | 12% | · | -1% | 4% | · | · | -11% | 1
Cn1ncc([N+](=O)[O-])c1C(=O)Nc1ccccc1 | -9% | ? | -3% | -3% | -3% | -2% | -7% | 1% | 7% | -4% | 12
O=C(CSc1ccc(-c2ccc(-n3cccn3)cc2)nn1)Nc1ccc([N+](=O)[O-])cc1 | ? | · | · | -16% | · | ? | ? | · | · | 8% | -16
CC(=O)c1ccc(S(=O)(=O)N(CCCO)Cc2cc3cc(C)ccc3[nH]c2=O)cc1 | -10% | 4% | 1% | 0% | 30% | -6% | -2% | -8% | -2% | 11% | 9
CC(C)Cc1nnc(NC(=O)CCC(=O)NC2CCCCCC2)s1 | 1% | -1% | -5% | 4% | 1% | 0% | 4% | 0%[0.46 µM] | -26% | -7% | 7
CCOC(=O)c1ccc(NC(=O)c2nc(SC)ncc2Cl)cc1 | 6% | 2% | -4% | -10% | 32%[activator] | -2% | -8% | · | 19% | -7% | 19
Cc1ccc(/C=[N+](\[O-])c2ccccc2C)o1 | 9% | 6% | -1% | 1% | -9% | -3% | 1% | 5%[0.46 µM] | -9% | 1% | 17
Cc1cccc(C(=O)Nc2c(C(=O)N(C)C)cnn2-c2ccccc2)c1 | -4% | 3% | -5% | 7% | 7% | -4% | -2% | 0% | -3% | -2% | 11
CCOc1ccc(S(=O)(=O)NCCC(=O)N2CCCCCCC2)cc1 | 12% | · | · | -2% | · | -2% | 3% | · | · | 1% | 2
COc1cc(C(=O)NCCC(=O)NC(C)C)cc(OC)c1OC | 7% | -4% | 8% | -1% | -8% | 0% | -1% | -4% | -9% | -7% | 3
Cc1cccc(N2CCN(S(=O)(=O)c3ccc4c(c3)CCN4C(=O)CCC(=O)O)CC2C)c1 (stereo unspecified) | -2% | 14% | 8% | -1% | 8% | -5% | 0% | 0% | 0% | -3% | -6
O=C(CSc1ccc2nnc(-c3ccccn3)n2n1)Nc1ccccc1F | -15% | -8% | -8% | 3% | · | 8% | 0% | 1% | -15% | 1% | 13
Cc1cccc2cc3c(N)c(C(=O)N4CCOCC4)sc3nc12 | ? | ? | -3% | 3.8µM* | -21% | 0.56µM* | ? | 17% | -33% | -4% | 0
